Scp-1 inhibitor = Scp-1 phosphatase inhibitors, primary screen, biochemical, colorimetric, uHTS. 340,000 tested, 0.88% active. Carboxy-terminal domain RNA polymerase II polypeptide A small phosphatase 1 (Homo …. inhibition, % at 20 µM. Recombinant Scp1, phosphopeptide, malachite green phosphate absorbance. AID 493091, 2011;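 active = inhibition above about 50% at 20 µM, limit read from the data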;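 also: plate controls were DMSO wells with enzyme for no effect and wells lacking enzyme for full effect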
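Incubation: 45 min enzyme reaction at room temperature / System: truncated SCP-1 phosphatase (76-261aa) / Reagent: Phospho 17-mer peptide substrate / Buffer or medium: Acidic Tris acetate buffer with magnesium and detergent / Signal: absorbance at 630 nm / Doses: one concentration, 20 µM, with 1.0% DMSO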
LMPTP block = LMPTP phosphatase inhibitors, primary screen, biochemical, fluorescence intensity, uHTS. Low molecular weight phosphotyrosine protein phosphatase (Homo sapiens), P24666. recombinant LMPTP-A, OMFP fluorogenic substrate. inhibition, % at 20 µM. 360,000 tested, 0.22% active. AID 651560, 2012;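 active = compounds that cut the enzyme signal by at least half of the control window in the single-dose screen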;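 also: plate controls were DMSO wells with enzyme plus substrate for no effect and substrate without enzyme for full effect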
Target sequence (P24666 whole entry, looked up): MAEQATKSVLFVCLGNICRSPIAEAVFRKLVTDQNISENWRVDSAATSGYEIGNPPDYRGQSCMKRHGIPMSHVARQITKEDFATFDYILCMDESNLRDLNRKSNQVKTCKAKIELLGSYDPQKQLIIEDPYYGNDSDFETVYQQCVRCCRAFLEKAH
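Test system – LMPTP-A phosphatase enzyme · Quantity – 0.625 nM LMPTP-A final · Reagent – OMFP substrate, 400 µM final · Dosing – one test concentration per compound, 20 µM, with 3% DMSO overall · Timing – 50 min enzyme reaction at room temperature, protected from light · Detection – fluorescence intensity · Controls – substrate-only low control, DMSO enzyme-plus-substrate high control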
Neddyl block = inhibitors of cullin neddylation, primary screen, biochemical, TR-FRET, uHTS, NAE and Ubc12 | NEDD8-conjugating enzyme Ubc12 (Homo sapiens) + NEDD8-activating enzyme E1 regulatory … | 360,000 tested, 0.58% active | calls only at 25 µM; in the data active = inhibition above about 36%
Target sequence (P61081 whole entry, looked up): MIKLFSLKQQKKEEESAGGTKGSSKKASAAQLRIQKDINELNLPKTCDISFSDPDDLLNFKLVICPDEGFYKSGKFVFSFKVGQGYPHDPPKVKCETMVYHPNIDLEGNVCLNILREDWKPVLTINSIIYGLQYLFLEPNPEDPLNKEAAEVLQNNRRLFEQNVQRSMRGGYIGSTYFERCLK
Target sequence (Q13564 whole entry, looked up): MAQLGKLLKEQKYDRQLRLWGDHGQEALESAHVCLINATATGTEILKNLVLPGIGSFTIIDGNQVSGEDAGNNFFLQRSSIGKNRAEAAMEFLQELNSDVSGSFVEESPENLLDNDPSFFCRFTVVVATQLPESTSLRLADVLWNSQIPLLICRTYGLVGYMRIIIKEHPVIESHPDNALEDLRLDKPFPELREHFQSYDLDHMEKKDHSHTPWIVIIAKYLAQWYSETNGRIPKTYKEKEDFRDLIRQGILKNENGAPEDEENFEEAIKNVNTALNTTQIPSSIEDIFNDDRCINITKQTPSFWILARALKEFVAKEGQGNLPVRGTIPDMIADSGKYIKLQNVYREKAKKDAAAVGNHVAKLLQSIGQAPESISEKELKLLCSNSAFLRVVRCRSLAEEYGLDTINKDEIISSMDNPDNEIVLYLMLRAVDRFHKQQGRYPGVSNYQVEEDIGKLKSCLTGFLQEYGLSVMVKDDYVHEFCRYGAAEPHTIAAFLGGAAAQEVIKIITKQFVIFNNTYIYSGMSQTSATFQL
CendR NRP1 mod = modulators of CendR peptide binding to NRP-1, primary screen, biochemical, fluorescence polarization, uHTS; FAM-RPARPAR peptide binding to NRP-1; 360,000 tested, 0.85% active; inhibition, % at 25 µM; Neuropilin-1 (Homo sapiens), O14786;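 active = inhibition or corrected inhibition above about 18%, plus a signal ratio from 0.5 to 1.5, limit read from the data, passing the limit was not always enough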; also: strong numbers were not always called active
SKN-1 block = suppressors of acrylamide-induced Pgst-4::GFP reporter in worms, primary screen, SKN-1 inhibitor project, whole organism, uHTS, GFP/RFP fluorescence ratio, strain VP596 | C. elegans VP596 Pgst-4::GFP/RFP ratio, 24 h | inhibition, % at 21.8 µM | 360,000 tested, 0.49% active;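 active = interference check ratio from 0.5 to 1.5 plus GFP to RFP signal ratio inhibition reaching or exceeding a fixed threshold, cut at about 30% in these data, passing the limit was not always enough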; also: some compounds called inactive have numbers as strong as hits
STEP inh = STEP phosphatase inhibitors, primary screen, biochemical, fluorescence intensity, uHTS; Tyrosine-protein phosphatase non-receptor type 5 (Homo sapiens), P54829; recombinant STEP, OMFP fluorogenic substrate; inhibition, % at 20 µM; 360,000 tested, 0.25% active; AID 588621, 2011;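 active = inhibition at 20 µM, scaled per plate between control wells, above about 37%, limit read from the data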;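 also: 0% = DMSO with enzyme and substrate and 100% = substrate only without enzyme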
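material = STEP tyrosine phosphatase | reagent = fluorogenic phosphatase substrate OMFP at 25 µM final | doses = single compound dose of 20 µM, 1% DMSO final | schedule = 20 min reaction, room temperature, in the dark | measured by = fluorescence, 480/540 nm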
DNMT1 inh = human DNMT1 methyltransferase inhibitors, primary screen, biochemical, molecular beacon, fluorescence, HinP1I cleavage, uHTS. 360,000 tested, 0.83% active. inhibition (reported as % activation of signal), % at 10 µM. DNA (cytosine-5)-methyltransferase 1 (Homo sapiens), P26358; in the data active = inhibition above about 50%
TbMetRS inhib = T. brucei MetRS inhibitors, primary screen, biochemical, luminescence. methionyl-tRNA synthetase (Trypanosoma brucei brucei). purified T. brucei MetRS, ATP depletion, Kinase-Glo luminescence. inhibition, % at 11.9 µM. 360,000 tested, 0.4% active. AID 624268, 2012;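 active = inhibition above a per-plate cutoff of the control wells' mean inhibition plus 3 SD, cut at about 5.5% in these data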;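 also: 0% = DMSO wells median and 100% = median of wells with control inhibitor compound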
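Measured by: Kinase-Glo luciferase luminescence reporting remaining unconsumed ATP. Material: purified T. brucei MetRS enzyme. Doses: 11.9 µM compound single dose, 0.9% DMSO. Medium: HEPES buffer containing pyrophosphatase, BSA, spermine, DTT. Times: 15 min preincubation, 2 h reaction, all 25 °C. Reagent: methionine, ATP and bulk E. coli tRNA.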
NadD inh = inhibitors of S. aureus NadD, primary screen, biochemical, colorimetric, uHTS | purified NadD enzyme, colorimetric absorbance read-out | inhibition, % at 20 µM | 360,000 tested, 0.78% active | AID 602399, 2012; in the data active = inhibition above about 26%; also: some compounds past the cut are filed as inactive
SUMO1 PPI mod = modulators of SUMO1 protein-protein interactions, primary screen, biochemical, uHTS. inhibition, % at 20 µM. 360,000 tested, 0.33% active. SUMO1 binding to a labelled peptide, TR-FRET, 1 h; in the data active = inhibition above about 37%
Target sequence (P63165 whole entry, looked up): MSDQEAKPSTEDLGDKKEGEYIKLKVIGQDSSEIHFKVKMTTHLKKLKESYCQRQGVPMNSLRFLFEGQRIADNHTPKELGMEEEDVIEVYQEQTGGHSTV
Active calls of the source: *; i = inactive; . = no result given. Compounds were not picked by outcome (roughly 4.6% active in at least one column).

SMILES	Scp-1 inhibitor	LMPTP block	Neddyl block	CendR NRP1 mod	SKN-1 block	STEP inh	DNMT1 inh	TbMetRS inhib	NadD inh	SUMO1 PPI mod
O=C(Cc1cccs1)N(c1ccc(Br)cc1)C1C=CS(=O)(=O)C1 (centres undefined)	-5	-1.9	i	6	-10	-6	0	-1.1	-4	2
CC1CN(S(=O)(=O)c2ccccc2)C(C)N1C(=O)N1CCOCC1 (centres undefined)	-5	-1.3	i	13	7	-1	-2	0.5	-14	3
CC1CC1C(=O)OCC(=O)NC(=O)NCc1ccco1 (centres undefined)	0	1.2	i	0	13	-1	2	-0.1	4	0
CCOC(=O)C1(CCCc2ccccc2)CCN(C(=O)Cc2nonc2C)CC1	-4	0.9	i	5	-2	2	2	-0.2	4	-4
O=C(O)c1ccc2c(c1)C(=O)N(c1ccc([N+](=O)[O-])cn1)C2=O	-7	-0.1	i	-7	19	2	0	0.1	-8	-24
CCOc1ccc(Nc2ccc(C(=O)O)cc2[N+](=O)[O-])cc1	-10	1.4	i	9	-3	3	1	0.5	-5	-31
O=C(NNC(=O)c1cccc(S(=O)(=O)N2CCc3ccccc32)c1)c1ccccc1	6	0.4	i	6	13	2	3	-0.4	-3	3
COc1cc(S(C)=O)ccc1-c1nc2ncccc2[nH]1 (centres undefined)	-6	-1.2	.	-9	0	0	0	-0.1	-2	0
COc1ccc(CN2C[C@H]3CCCN3c3cc(Br)ccc3S2(=O)=O)cc1	-4	3.4	i	-15	1	0	-6	0.3	-4	-1
O=C(CNC(=O)c1ccc(Br)o1)NCc1ccc(Cl)cc1Cl	-5	0.2	i	6	4	2	0	18*	-1	9
O=C(CN(Cc1ccc2c(c1)OCO2)C(=O)CSc1nc2ccccc2o1)NC1CCCCC1	-6	-0.1	i	7	0	0	0	0.2	-5	1
O=C(/C(=N/N=C/c1ccc(O)c(O)c1)c1ccccc1)c1ccccc1	-8	2.3	i	-3	8	-3	-14	0.7	9	-5
CCSc1nc(-c2ccco2)ccc1C#N	-2	0.3	i	-44	34	0	14	-0.5	17	4
O=C(N/N=C\c1ccccc1)c1sccc1-n1cccc1	-5	0.3	i	2	12	-4	-1	-1.1	5	-1
CC1C/C(=N\NC(=O)c2cccnc2)CC(C)(C)C1 (centres undefined)	-5	-1.3	i	-4	1	-2	1	-0.7	-5	-1
COc1ccc(C(=O)c2c3ccc([N+](=O)[O-])cc3[n+]([O-])n2CCCN)cc1	0	-0.2	i	-3	15	0	-29	-0.1	8	-87
CC(C)(c1ccccc1)c1ccc(OCCCN2CCNCC2)cc1	-5	-8.0	i	10	9	0	1	0.0	-5	1
CCc1ccc(NC(=O)CS(=O)CC(=O)NC(C)CCc2ccco2)cc1 (centres undefined)	-10	1.3	i	2	17	-3	1	-0.4	6	1
CSCCC(C(=O)NC1CCCC1)n1c(-c2ccncc2)nc2ccccc21 (centres undefined)	.	-1.1	i	-2	2	.	.	-0.1	.	-2
Cn1cc(/C=C(\NC(=O)c2ccccc2)C(=O)NCCCN2CCOCC2)c2ccccc21	-5	-3.5	i	4	4	-3	-2	0.2	-7	-2

An excerpt from above in order of molar mass, descending:
SMILES	Scp-1 inhibitor	LMPTP block	Neddyl block	CendR NRP1 mod	SKN-1 block	STEP inh	DNMT1 inh	TbMetRS inhib	NadD inh	SUMO1 PPI mod
O=C(CN(Cc1ccc2c(c1)OCO2)C(=O)CSc1nc2ccccc2o1)NC1CCCCC1	-6	-0.1	i	7	0	0	0	0.2	-5	1
Cn1cc(/C=C(\NC(=O)c2ccccc2)C(=O)NCCCN2CCOCC2)c2ccccc21	-5	-3.5	i	4	4	-3	-2	0.2	-7	-2
O=C(CNC(=O)c1ccc(Br)o1)NCc1ccc(Cl)cc1Cl	-5	0.2	i	6	4	2	0	18*	-1	9
CCc1ccc(NC(=O)CS(=O)CC(=O)NC(C)CCc2ccco2)cc1 (centres undefined)	-10	1.3	i	2	17	-3	1	-0.4	6	1
COc1ccc(C(=O)c2c3ccc([N+](=O)[O-])cc3[n+]([O-])n2CCCN)cc1	0	-0.2	i	-3	15	0	-29	-0.1	8	-87
CC(C)(c1ccccc1)c1ccc(OCCCN2CCNCC2)cc1	-5	-8.0	i	10	9	0	1	0.0	-5	1
O=C(N/N=C\c1ccccc1)c1sccc1-n1cccc1	-5	0.3	i	2	12	-4	-1	-1.1	5	-1
CC1C/C(=N\NC(=O)c2cccnc2)CC(C)(C)C1 (centres undefined)	-5	-1.3	i	-4	1	-2	1	-0.7	-5	-1
CCSc1nc(-c2ccco2)ccc1C#N	-2	0.3	i	-44	34	0	14	-0.5	17	4

More compounds follow.
SMILES	Scp-1 inhibitor	LMPTP block	Neddyl block	CendR NRP1 mod	SKN-1 block	STEP inh	DNMT1 inh	TbMetRS inhib	NadD inh	SUMO1 PPI mod
Cc1cccc(OCc2nnc(SC(C)C(=O)O)n2Cc2ccccc2)c1 (centres undefined)	1	0.8	i	5	-1	-1	-2	-0.6	2	5
CC1CCCN(S(=O)(=O)c2ccc(-c3ccc(=O)[nH]n3)o2)C1 (centres undefined)	-2	-0.6	i	1	14	-2	3	0.0	4	-19
CC(Sc1ccc(Cl)cc1)C(=O)Nc1ccccc1C(=O)N1CCOCC1 (centres undefined)	-3	-2.7	i	-2	-12	-6	1	-0.4	-8	-4
O=C(NCCN1CCOCC1)c1c[nH]c2ccc(S(=O)(=O)N3CCOCC3)cc2c1=O	6	-2.0	i	0	-2	-3	5	-0.1	-1	-2
Cc1cc(C(=O)N/N=C/c2ccc(-c3ccc([N+](=O)[O-])cc3Cl)o2)n[nH]1	56*	69*	i	-17	20	94*	-4	0.8	40*	68*
Cn1c(=O)[nH]c(=O)c2c1nc(N1CCNCC1)n2CCOc1ccccc1	-3	-2.7	i	-2	-7	-19	2	-0.9	-4	1
CCn1ccnc1CN(C)C(=O)c1cc(COc2ccc(Cl)cc2OC)on1	-2	-0.4	i	4	11	-2	0	-1.2	-6	-2
FC(F)(F)c1ccc(C2[C@H]3CN(Cc4cccnc4)[C@H](c4ccccc4)C34CC2(c2ccccc2)C4)cc1 (some centres undefined)	2	5.6	i	-5	15	2	14	0.2	18	9
O=C(CCNS(=O)(=O)c1ccc(Br)cc1)NC1CCCCC1	3	0.3	i	3	-15	-2	1	-0.4	-2	1
COc1ccc(-c2cc3nc(-c4ccccc4)cc(N4CCCC(O)C4)n3n2)cc1 (centres undefined)	1	2.4	i	-3	1	2	-12	-0.5	5	-1
Cc1ccc(CNC(=O)C2CCCN(Cc3cnn(-c4ccccc4)c3-n3cccc3)C2)cc1 (centres undefined)	-4	-1.1	i	-10	7	-1	-5	-0.2	-1	3
C/C(=C/CCC(C)[C@H]1CC[C@@]2(C)C3=C(CC[C@]12C)[C@@]1(C)CCC(=O)C(C)(C)[C@@H]1CC3)C(=O)O (some centres undefined)	-8	2.8	i	-54	13	0	60*	0.0	45*	41*
CCCn1c(=O)n(C)c(=O)c2c(SCC(=O)NC34CC5CC(CC(C5)C3)C4)nc(CC(C)C)nc21	-3	3.1	i	-9	12	3	1	-0.2	-1	-1
CCc1sc(C(=O)Nc2nccs2)cc1C	-10	0.3	i	4	20	0	-3	-1.8	-6	-5
CN(CCO)CC(O)CN(c1ccccc1)c1ccccc1 (centres undefined)	-3	-1.1	i	-2	18	-2	3	0.2	0	0
CCCCn1c(SCC(=O)c2ccc(OCC)cc2)nc2cc(S(N)(=O)=O)ccc21	-10	2.1	i	-12	9	2	-14	-0.3	2	-1
COc1ccc(Br)c(C(=O)Nc2ccc(F)cc2)c1	2	0.2	i	8	3	-1	2	-0.1	-7	9
COc1ccc(C(CCN2CCCC2)c2c(O)cc(OC)cc2OC)cc1 (centres undefined)	2	0.3	i	-8	-2	0	-13	-0.1	-3	-3
COC(=O)[C@]12CCCCC=C1N(CCc1ccc(OC)c(OC)c1)C(=O)[C@H](CC(=O)N1CCOCC1)C2	.	-2.1	i	12	13	.	.	-0.7	.	0
CCN(CC(=O)NCc1ccc(Cl)cc1)C(=O)CSCC(=O)Nc1ccc(OC)cc1	-7	-8.5	i	7	-21	-4	-4	-0.3	3	-39
CCOc1cc(CNc2cccc3[nH]c(C)nc23)ccc1OC	-16	6.6	i	3	-5	2	-7	-1.3	-6	-4
CCCc1ccc(C(=O)NNc2cc(Cl)ccc2Cl)cc1	-11	3.5	i	3	-9	-2	4	3.2	2	0
COc1ccc(/C=N/NC(=O)c2nc(Cl)c(Cl)c(N)c2Cl)cc1COc1ccccc1F	13	2.5	.	-1	-10	4	7	-1.0	30*	2
O=C(COC(=O)CNC(=O)c1ccco1)Nc1ncc(Cl)cc1Cl	-1	-0.8	i	-20	17	-4	-2	-0.3	3	8
COc1ccc(N2C(=O)CC(N3CCN(c4ccc(S(=O)(=O)N5CCCC5)cc4)CC3)C2=O)cc1 (centres undefined)	-3	0.9	i	-3	-17	-2	0	-1.2	2	3
Cc1ccc(C)c(NC(=O)C2CCCC2)c1	-16	-0.1	i	5	4	-2	-2	0.0	-2	-2
CCOC(=O)CNC(=S)N(Cc1ccc(C)cc1)Cc1ccc(C)o1	-4	-0.2	i	3	-9	2	-2	-1.1	-1	-2

2 successive compounds out of the list so far, for reference:
SMILES	Scp-1 inhibitor	LMPTP block	Neddyl block	CendR NRP1 mod	SKN-1 block	STEP inh	DNMT1 inh	TbMetRS inhib	NadD inh	SUMO1 PPI mod
COc1ccc(N2C(=O)CC(N3CCN(c4ccc(S(=O)(=O)N5CCCC5)cc4)CC3)C2=O)cc1 (centres undefined)	-3	0.9	i	-3	-17	-2	0	-1.2	2	3
Cc1ccc(C)c(NC(=O)C2CCCC2)c1	-16	-0.1	i	5	4	-2	-2	0.0	-2	-2
